Source: PubChem (NMMLSC)
Bcl-W Bim block: disrupts Bim peptide binding to human Bcl-W; Q92843; bead-based flow cytometry; inhibition, % at 10 µM; 190,000 compounds, 0.02% hits; AID 952;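 also: 0% = bound tracer without compound and 100% = peptide blocker; higher means less fluorescent Bim peptide bound to Bcl-W beads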
Target sequence (Q92843 whole entry, looked up): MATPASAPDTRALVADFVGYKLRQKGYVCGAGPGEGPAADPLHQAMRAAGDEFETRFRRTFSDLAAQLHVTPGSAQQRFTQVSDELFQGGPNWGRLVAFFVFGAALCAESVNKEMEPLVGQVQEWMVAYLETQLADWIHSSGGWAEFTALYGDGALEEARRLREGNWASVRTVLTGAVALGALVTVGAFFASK
Bfl-1 Bim block: human Bim-Bfl-1 interaction inhibition | inhibition, % at 10 µM | Bead-based flow cytometry, Bim-Bfl-1 binding inhibition | Q16548 | AID 1008 | 190,000 compounds, 0.12% hits;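 also: 0% = wells without compound plus tracer and 100% = blocker peptide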
ABCG2 block: human ABCG2 inhibition, ABCB1 as counter-screen; Q9UNQ0; IgMXP3 cells, JC-1 efflux, flow cytometry; inhibition, % at 6.6 µM; 190,000 compounds, 0.1% hits;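 active = inhibition above 80%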;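 also: 0% = DMSO and 100% = nicardipine control wells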
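Times: 10 min at 25 °C | Test system: Two drug-resistant human cell lines, ABCG2 and ABCB1 | Quantity: 3 million cells/mL final, two lines in 1:1 ratio | Signal: Flow cytometry, 530 nm JC-1 signal | Dosing: Compound at 6.6 µM | Controls: Nicardipine and DMSO wells | Reagent: JC-1 as fluorescent efflux pump substrate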
ABCB1 block: blocks JC-1 efflux by human ABCB1 transporter; P08183; CCRF-Adr cells, flow cytometry; inhibition, % at 6.6 µM; 190,000 compounds, 0.067% hits; AID 1326; in the data active = inhibition above about 40%;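 also: 0% = vehicle and 100% = reference inhibitor; higher value means more JC-1 retained so stronger ABCB1 efflux block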
RGS7-Gao reg: regulators of human RGS7-Galphao interaction; 220,000 compounds, 0.35% hits; binding response (% of control), % at 10 µM; Multiplexed bead flow cytometry, RGS7-Galphao binding; actives lie on both sides; AID 1439; P09471; in the data active = binding response below about 49% or above about 150%; inconclusive = no clear call, values can overlap the other calls; inactive = in between;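 also: fluorescent Galphao held in activated GDP-AlF4 state binding bead-coupled RGS7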
Bcl-B Bim block: disrupts Bim peptide binding to human Bcl-B. 190,000 compounds, 0.073% hits. bead-based flow cytometry. Q9HD36. inhibition, % at 10 µM. AID 951;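 also: 0% = tracer peptide without compound and 100% = reference inhibitor peptide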
Target sequence (Q9HD36 whole entry, looked up): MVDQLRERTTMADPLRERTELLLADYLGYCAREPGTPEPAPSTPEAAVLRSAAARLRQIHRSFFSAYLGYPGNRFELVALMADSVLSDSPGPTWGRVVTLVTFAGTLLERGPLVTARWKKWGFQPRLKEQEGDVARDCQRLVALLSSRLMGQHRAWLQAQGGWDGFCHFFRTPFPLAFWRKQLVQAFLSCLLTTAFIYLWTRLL
RGS4-Gao reg: modulates binding of RGS4 to human Galphao. P09471. Multiplexed bead flow cytometry; actives lie on both sides. binding response (% of control), % at 10 µM. 220,000 compounds, 0.33% hits; in the data active = binding response below about 49% or above about 150%; inactive = in between;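 also: fluorescent Galphao activated with aluminum fluoride binding bead-coupled RGS4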
Bcl-XL Bim block: disrupts Bim peptide binding to human Bcl-XL; Q07817; bead flow cytometry, fluorescence; inhibition, % at 10 µM; 190,000 compounds, 0.04% hits; AID 1007
Mcl-1 Bim block: disrupts Bim peptide binding to human Mcl-1 | inhibition, % at 10 µM | Bead-based flow cytometry, Bim peptide-Mcl-1 binding | 190,000 compounds, 0.1% hits | Q07820;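 also: 0% = no compound tracer wells and 100% = peptide blocker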
Target sequence (Q07820 whole entry, looked up): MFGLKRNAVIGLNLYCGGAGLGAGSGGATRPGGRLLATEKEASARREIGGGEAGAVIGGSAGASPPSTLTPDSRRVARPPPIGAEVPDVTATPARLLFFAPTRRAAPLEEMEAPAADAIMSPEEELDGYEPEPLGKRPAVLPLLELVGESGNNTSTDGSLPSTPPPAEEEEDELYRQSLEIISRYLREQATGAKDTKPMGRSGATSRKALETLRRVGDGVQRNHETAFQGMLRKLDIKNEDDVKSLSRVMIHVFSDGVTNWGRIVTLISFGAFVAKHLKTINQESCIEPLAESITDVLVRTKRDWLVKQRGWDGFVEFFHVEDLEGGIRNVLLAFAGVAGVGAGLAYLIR
Bcl-2 Bim block: disrupts Bim peptide binding to human Bcl-2; inhibition, % at 10 µM; 190,000 compounds, 0.06% hits; Bead-based flow cytometry, Bim peptide-Bcl-2 binding; AID 950; in the data active = inhibition above about 40%; inconclusive = no clear call, values can overlap the other calls;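 also: 0% = no compound wells with probe peptide and 100% = reference peptide inhibitor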
Target sequence (P10415 whole entry, looked up): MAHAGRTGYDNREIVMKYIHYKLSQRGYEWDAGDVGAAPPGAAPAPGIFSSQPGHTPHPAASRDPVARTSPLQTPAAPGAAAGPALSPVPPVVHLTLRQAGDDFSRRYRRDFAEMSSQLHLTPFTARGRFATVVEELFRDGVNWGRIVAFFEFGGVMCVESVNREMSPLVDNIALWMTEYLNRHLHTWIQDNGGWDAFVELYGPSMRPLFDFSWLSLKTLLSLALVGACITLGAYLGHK
RGS8-Gao reg: human RGS8-Galphao interaction regulation | AID 1423 | P09471 | 220,000 compounds, 0.34% hits | multiplexed bead flow cytometry, RGS8-Galphao binding; actives lie on both sides | response (percent of control binding), % at 10 µM; in the data active = response below about 60% or above about 140%; inactive = in between;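 also: Galphao activated as the GDP aluminium fluoride complex binding bead-coupled RGS8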
The depositor's hits bear a star; ? = inconclusive; . = not tested or not shown. Rule as the data show it, unless noted: active = inhibition above about 40%. Compounds as they come (roughly 0.94% active in at least one column).

SMILES | Bcl-W Bim block | Bfl-1 Bim block | ABCG2 block | ABCB1 block | RGS7-Gao reg | Bcl-B Bim block | RGS4-Gao reg | Bcl-XL Bim block | Mcl-1 Bim block | Bcl-2 Bim block | RGS8-Gao reg
COc1cc(/C=C(\C#N)C(=O)c2c[nH]c3ccccc23)cc(OC)c1O | 17 | 15 | 11 | 1.4 | 95 | -16 | 98 | 3 | 3 | 4 | 98
COc1ccccc1N=C(C)C1=C(O)CC(c2ccccc2)CC1=O (stereo not drawn) | 3 | -4 | 12 | 1.4 | 94 | -3 | 100 | -1 | 1 | 1 | 100
COc1cc(SC)ccc1C(=O)NCCOc1c(C)cc(C)cc1C | 0 | -13 | 7 | 1.1 | 102 | -7 | 104 | 7 | -1 | -14 | 104
CC(C)(C)n1cnc2cc(NC(=O)c3cccs3)ccc21 | 0 | -3 | 9 | 0.7 | 101 | -3 | 103 | 0 | 1 | 1 | 100
Cc1cc(C)n(CCC(=O)N/N=C/c2ccc(O)cc2O)n1 | -4 | -3 | 7 | 0.4 | 100 | 1 | 98 | -1 | -5 | 1 | 100
CN(C)/C=C1\NC(=S)N(c2ccc(Cl)cc2)C1=O | 0 | 10 | -4 | -1.6 | 94 | -19 | 101 | -8 | -7 | 0 | 100
O=C(NCCc1c[nH]c2ccccc12)/C(=C\c1cccnc1)NC(=O)c1cccs1 | -5 | -1 | 0 | 0.1 | 109 | -5 | 107 | -6 | -4 | -4 | 106
Cc1c(N=Cc2ccncc2)c(=O)n(-c2ccccc2)n1C | 3 | 6 | 3 | 0.2 | 101 | 8 | 101 | 3 | -4 | 4 | 99
CCOc1ccccc1NC(=O)C(OC(=O)c1ccc(O)cc1)c1ccccc1 (stereo not drawn) | -3 | -18 | 23 | 1.3 | 93 | -9 | 95 | -4 | -2 | -30 | 96
O=C(CCn1nnc2ccccc21)N1CCN(c2ccccc2)CC1 | 6 | -6 | 2 | -0.2 | . | -3 | . | -5 | 0 | -5 | .
Cc1oc(-c2cccc(Cl)c2)nc1CSc1nc2c(c(=O)[nH]1)CCC2 | 0 | 0 | 15 | 1.5 | 103 | -1 | 100 | -3 | -3 | -1 | 112
CCCCN(C(=S)Nc1cccc(SC)c1)C1CCN(C(C)=O)CC1 | 0 | 0 | -1 | -0.3 | 102 | 0 | 103 | -2 | -1 | 1 | 102
COc1ccc(CNC(=O)COC(=O)/C=C/c2ccco2)cc1 | -5 | -3 | 1 | 0.1 | 98 | -5 | 99 | -5 | -2 | -3 | 119
Cc1[nH]c2ccc(F)cc2c1CCN(Cc1ccncc1)C(=S)Nc1cccc(F)c1 | 0 | 4 | 0 | 0.0 | 95 | -2 | 97 | 0 | -2 | -1 | 100
COc1ccc(S(=O)(=O)c2ccc(O)cc2)cc1 | 2 | -1 | 2 | 0.4 | 98 | 0 | 99 | -2 | -1 | -2 | 93
Cc1ccc(S(=O)(=O)CC(c2ccccc2)N2CCCCC2)cc1 (stereo not drawn) | 0 | -5 | 0 | -0.1 | ? | -3 | 96 | -1 | -1 | -1 | 98
COc1ccc(-n2c(Cc3cccn3C)nnc2SCC(=O)Nc2ccc3c(c2)OCO3)cc1 | -5 | -11 | 16 | 1.6 | 95 | -9 | 95 | -9 | 12 | -5 | 101
O=C(Cn1c(-c2ccc(Cl)cc2)noc1=O)N1CCN(c2ccccc2F)CC1 | 2 | -10 | 8 | 1.6 | 104 | -5 | 101 | -2 | -2 | -10 | 101
CC/C(=N\NC(=O)C1CC1)c1cccc(Cl)c1 | 0 | -6 | 7 | 0.8 | ? | -5 | 102 | -3 | 0 | -4 | 100
CC(C)(C)NC(=O)CN(C(=O)Cn1nnc(-c2ccc(Cl)cc2)n1)C1CCN(Cc2ccccc2)CC1 | 0 | 3 | 2 | 0.8 | 106 | 2 | 108 | 0 | 2 | 7 | 104
N#CCCn1cc(/C=N/NC(N)=S)c(-c2ccc(-c3ccccc3)cc2)n1 | 0 | 9 | -1 | -0.5 | 109 | 0 | 108 | 0 | 0 | 2 | 103
COc1cc(C2C(C#N)=C(N)Oc3cc(C)n(CCN4CCOCC4)c(=O)c32)cc(OC)c1OC (stereo not drawn) | -2 | 0 | 1 | 0.3 | 103 | 0 | 99 | -2 | -2 | 0 | 98
COc1ccc(N2CCN(C(CNC(=O)C(=O)NCCC3=CCCCC3)c3ccco3)CC2)cc1 (stereo not drawn) | 1 | 1 | 5 | 1.3 | 99 | -6 | 102 | -2 | -1 | 0 | 100
CCOc1cc(/C=C2/SC(=S)NC2=O)ccc1OC(=O)c1ccco1 | -6 | 9 | -2 | -0.6 | 100 | -44 | 100 | -10 | -6 | -3 | 94
O=C(CSc1nnnn1C1CCCC1)NCc1ccc2c(c1)OCO2 | -2 | -3 | 0 | 0.0 | 99 | 0 | 101 | 0 | -4 | -1 | 102
O=C(NCc1ccncc1)C(=O)Nc1ccc2c(c1)OCO2 | -3 | -7 | 1 | 0.1 | 102 | -4 | 103 | -1 | -4 | -6 | 102
Cn1c(NC(=O)c2cc(Br)ccc2Cl)cc(=O)n(C)c1=O | 3 | -7 | -2 | -2.0 | 90 | -1 | 94 | -3 | 1 | -1 | 97
O=C(CSCCc1ccccn1)Nc1cccnc1 | -3 | -6 | 6 | 0.6 | 99 | -6 | 98 | -8 | -10 | -4 | 99
CCOc1ccccc1OCCCOc1ccc(C)cc1Br | -3 | -2 | -2 | 0.0 | 97 | -1 | 101 | -11 | -4 | -4 | 101
O=C(Nc1ccc2c(c1)OCO2)c1cc(-c2ccncc2)nc2ccccc12 | -2 | -1 | 3 | 0.8 | 100 | 1 | 99 | 0 | 2 | -1 | 102

Part of the list above in order of molecular weight, descending.
SMILES | Bcl-W Bim block | Bfl-1 Bim block | ABCG2 block | ABCB1 block | RGS7-Gao reg | Bcl-B Bim block | RGS4-Gao reg | Bcl-XL Bim block | Mcl-1 Bim block | Bcl-2 Bim block | RGS8-Gao reg
Cc1oc(-c2cccc(Cl)c2)nc1CSc1nc2c(c(=O)[nH]1)CCC2 | 0 | 0 | 15 | 1.5 | 103 | -1 | 100 | -3 | -3 | -1 | 112
COc1cc(SC)ccc1C(=O)NCCOc1c(C)cc(C)cc1C | 0 | -13 | 7 | 1.1 | 102 | -7 | 104 | 7 | -1 | -14 | 104
O=C(CCn1nnc2ccccc21)N1CCN(c2ccccc2)CC1 | 6 | -6 | 2 | -0.2 | . | -3 | . | -5 | 0 | -5 | .
O=C(CSCCc1ccccn1)Nc1cccnc1 | -3 | -6 | 6 | 0.6 | 99 | -6 | 98 | -8 | -10 | -4 | 99

(further entries)
SMILES | Bcl-W Bim block | Bfl-1 Bim block | ABCG2 block | ABCB1 block | RGS7-Gao reg | Bcl-B Bim block | RGS4-Gao reg | Bcl-XL Bim block | Mcl-1 Bim block | Bcl-2 Bim block | RGS8-Gao reg
CCOC(=O)c1cnn2c(C)cc(-c3ccc(F)cc3)nc12 | 5 | -8 | 1 | 0.2 | 98 | -5 | 102 | 0 | 3 | 1 | 104
COCC(=O)Nc1ccc([N+](=O)[O-])cc1OC | -3 | 0 | 4 | 0.4 | 104 | -6 | 104 | -5 | -4 | -5 | 106
C/C(=N\N=C(N)N)c1cc(Cl)ccc1Cl | 2 | -4 | 0 | 1.1 | 99 | 0 | 102 | -1 | 2 | 1 | 102
NS(=O)(=O)c1ccc(NC(=S)NC2CC2)cc1 | -8 | 3 | 8 | 1.2 | 104 | -85 | 94 | -14 | -7 | -4 | 97
CCCC1CCC(c2nc(-c3cccnc3)no2)CC1 (stereo not drawn) | 0 | -8 | 0 | -0.1 | 102 | -7 | 103 | 1 | 0 | -3 | 104
CN(C)C(=O)c1cc(S(=O)(=O)N(C)C)c(Cl)cc1N1CCCC1 | 0 | -2 | 5 | 1.7 | 102 | 0 | 103 | 3 | 0 | -2 | 100
CCc1ccc(Nc2cc(C(=O)NCCCN3CCOCC3)c3ccccc3n2)cc1 | 2 | -11 | -1 | -1.9 | 103 | -6 | 97 | -1 | -2 | -9 | 99
O=C(Nc1ccc2c(c1)OCO2)c1ccc(NC2CC2)c([N+](=O)[O-])c1 | 0 | -19 | 24 | 0.8 | 99 | -6 | 102 | -3 | -3 | -6 | 103
O=C(CSc1nnc(C2COc3ccccc3O2)o1)N1CCOCC1 (stereo not drawn) | -2 | -12 | 18 | -0.3 | 98 | -4 | 96 | -10 | -6 | -5 | 96
Cc1cc(C)cc(-n2c(O)c(C=NC3CCS(=O)(=O)C3)c3ccccc3c2=O)c1 (stereo not drawn) | 0 | 0 | 1 | 0.0 | 100 | 1 | 97 | 2 | 0 | -3 | 99
CCCCNC(=O)CSc1nc2cc(OC)c(OC)cc2c(=O)n1Cc1ccc(OC)cc1 | -1 | 0 | 10 | 7.3 | 101 | -2 | 97 | -2 | 1 | -3 | 100
Cc1ccc(S(=O)(=O)NCC(=O)OCC(=O)NC(=O)NC2CCCC2)cc1 | 0 | -1 | -1 | -0.1 | ? | 0 | 96 | 0 | 1 | 2 | 100
Clc1ccc(NCc2nnc3n2CCCCC3)cc1 | -4 | -1 | 11 | 1.4 | 102 | -3 | 101 | -5 | 2 | -3 | 101
COc1cc(NC(=O)CN(c2ccc(C)cc2)S(=O)(=O)c2c(C)nn(C)c2C)cc(OC)c1 | 1 | -7 | 33 | 1.1 | 97 | -6 | 100 | 1 | 2 | -7 | 98
CCOc1ccc(/C=N/NC(=O)C(C)N(c2ccc(OC)cc2)S(C)(=O)=O)cc1 (stereo not drawn) | -3 | 6 | 27 | 1.9 | 101 | -2 | 98 | -2 | -2 | -1 | 102
CC(C)N(C(=O)COc1ccc(Br)cc1Cl)C(C)C | -3 | -24 | 22 | 0.1 | 100 | -6 | 100 | -9 | -3 | -11 | 102
Cc1cc(C)c(NC(=O)c2ccoc2C)c(C)c1 | -2 | -4 | 2 | 0.4 | 109 | -1 | 109 | -4 | -2 | -5 | 116
O=C(COc1ccc(S(=O)(=O)NC2CCCCC2)cc1Cl)NCc1cccnc1 | -2 | -2 | 4 | 0.4 | 105 | -2 | 105 | -1 | -3 | -5 | 114
CC1(C)CC(=O)C=C(Nc2ccccc2F)C1 | 0 | -13 | 0 | 0.1 | 101 | -6 | 106 | -8 | -7 | -6 | 103
CCc1ccccc1NC(=O)COc1ccc2oc(-c3ccc(OC)cc3)cc(=O)c2c1 | -4 | -7 | 6 | 2.0 | 92 | -6 | 98 | -6 | -2 | -6 | 103
Cc1ccccc1C(=O)NNC(=S)NC(=O)c1ccccc1 | -3 | -1 | -3 | -0.6 | 104 | -9 | 102 | -8 | -5 | -2 | 101
CN(CCNC(=O)C1CCN(S(=O)(=O)c2cnc[nH]2)CC1)Cc1ccccc1 | -1 | -16 | 3 | 0.4 | 99 | -10 | 97 | -9 | -3 | -10 | 97
O=C(COC(=O)C1CCN(S(=O)(=O)c2ccc3c(c2)OCCO3)CC1)Nc1ccc(C(F)(F)F)cc1 | -2 | -15 | 19 | 2.1 | 101 | -8 | 101 | -5 | -1 | -9 | 102
Cc1nc2sc(C(c3ccc(Br)cc3)N3CC(C)OC(C)C3)c(O)n2n1 (stereo not drawn) | 3 | -9 | 1 | 0.4 | 104 | -5 | 104 | -1 | 1 | -6 | 102
CCOc1ccc(N2CC(C(=O)Nc3ccc(S(=O)(=O)N4CCOCC4)cc3)CC2=O)cc1 (stereo not drawn) | -1 | 0 | 1 | 0.3 | 103 | 0 | 100 | 4 | -2 | -4 | 102
